# ABHD4 inh: inhibits mouse alpha/beta hydrolase domain 4; Q8VD66; purified mABHD4, FP-Rh probe fluorescence polarization; inhibition, % at 8.92 µM; 370,000 compounds, 0.54% hits; AID 720543;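 active means inhibition exceeding the mean over every tested compound plus 3 SD, cut at about 30% in these data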;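 further: 0% = plate median of compound wells and 100% = S159A mutant with DMSO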
#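 Test system: mouse ABHD4 enzyme, wild type. Reagent: FP-Rh fluorescent activity-based probe, added after compound pre-incubation. Timing: pre-incubation 45 min, probe exposure 60 min, at 25 °C. Technique: FP readout, ex 525 nm / em 598 nm. Benchmarks: high control S159A mutant with DMSO, low control median of compound wells.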
# rCAG binder: binds r(CAG) RNA repeats; 370,000 compounds, 1.3% hits; inhibition, % at 3 µM; r(CAG) RNA repeat, TO-PRO-1 dye displacement fluorescence; AID 651821;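 active means inhibition above the plate cutoff, the mean of all test compounds on that plate plus 3 SD, cut at about 35% in these data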;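 further: 0% = DMSO alone and 100% = 100 µM mitoxantrone as full dye displacement; higher means more dye released from RNA so lower well fluorescence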
# HTRA1 inh: blocks human HTRA1 serine peptidase | Q92743 | recombinant HTRA1, FP-rhodamine activity-based probe, fluorescence polarization | inhibition, % at 5.96 µM | 340,000 compounds, 0.5% hits | AID 504803; in the data active means inhibition above about 36%;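 further: 0% = enzyme with DMSO and 100% = wells lacking enzyme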
# TCR-CD3 inh: blocks the human TCR-CD3 interaction | TAMRA-labeled TCR probe fluorescence, biochemical | inhibition, % at 9.4 µM | 360,000 compounds, 0.37% hits | AID 651800; in the data active means inhibition above about 19%;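 further: recombinant mutant TCR 2C K166C tagged with TAMRA read by polarization; 0% = receptor in buffer alone and 100% = receptor with positive control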
# MBD2 DNA inh: inhibitors of human MBD2 binding to methylated oligonucleotide. Q9UBB5. TR-FRET. inhibition, % at 4.4 µM. 370,000 compounds, 0.31% hits; in the data active means inhibition above about 13%
# PRMT1 inh: inhibitors of human PRMT1; 370,000 compounds, 1.3% hits; recombinant PRMT1, activity-based probe fluorescence polarization; inhibition, % at 2.79 µM; AID 652257; Q99873;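 active means inhibition above about 21% made by adding two undisclosed values, limit read from the data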
# SIAE inh: human SIAE inhibition, primary screen; Q9HAT2; inhibition, % at 9.66 µM; AID 1053197; SIAE FP-Rh probe binding, fluorescence polarization; 370,000 compounds, 0.69% hits;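 active means inhibition above a cutoff: mean of compounds within the control limits plus 3 SD of those, cut at about 17% in these data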;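 further: 0% = plate median of compound wells and 100% = probe without SIAE protein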
# LEDGF integ inh: blocks HIV-1 LEDGF/p75-dependent DNA integration; TR-FRET IN-LEDGF/p75 DNA integration, Eu/Cy5; inhibition, % at 3.7 µM; 370,000 compounds, 0.64% hits;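 active means inhibition above the screen-wide mean plus 3 SD, cut at about 13% in these data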;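 further: signal is the Cy5 over europium emission ratio at 671 and 618 nm; 0% = plate median of compound wells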
# NPR2 activator: GC-B (human) receptor activation. HEK293-GC-B cells, CNP EC30, cGMP TR-FRET; 0% at EC30 CNP, 100% saturating CNP. activation, % at 10 µM. 370,000 compounds, 0.11% hits;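 active means activation at 10 µM reaching about 35% in either raw or pattern-adjusted values, limit read from the data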
# Target sequence (P20594 whole entry, looked up): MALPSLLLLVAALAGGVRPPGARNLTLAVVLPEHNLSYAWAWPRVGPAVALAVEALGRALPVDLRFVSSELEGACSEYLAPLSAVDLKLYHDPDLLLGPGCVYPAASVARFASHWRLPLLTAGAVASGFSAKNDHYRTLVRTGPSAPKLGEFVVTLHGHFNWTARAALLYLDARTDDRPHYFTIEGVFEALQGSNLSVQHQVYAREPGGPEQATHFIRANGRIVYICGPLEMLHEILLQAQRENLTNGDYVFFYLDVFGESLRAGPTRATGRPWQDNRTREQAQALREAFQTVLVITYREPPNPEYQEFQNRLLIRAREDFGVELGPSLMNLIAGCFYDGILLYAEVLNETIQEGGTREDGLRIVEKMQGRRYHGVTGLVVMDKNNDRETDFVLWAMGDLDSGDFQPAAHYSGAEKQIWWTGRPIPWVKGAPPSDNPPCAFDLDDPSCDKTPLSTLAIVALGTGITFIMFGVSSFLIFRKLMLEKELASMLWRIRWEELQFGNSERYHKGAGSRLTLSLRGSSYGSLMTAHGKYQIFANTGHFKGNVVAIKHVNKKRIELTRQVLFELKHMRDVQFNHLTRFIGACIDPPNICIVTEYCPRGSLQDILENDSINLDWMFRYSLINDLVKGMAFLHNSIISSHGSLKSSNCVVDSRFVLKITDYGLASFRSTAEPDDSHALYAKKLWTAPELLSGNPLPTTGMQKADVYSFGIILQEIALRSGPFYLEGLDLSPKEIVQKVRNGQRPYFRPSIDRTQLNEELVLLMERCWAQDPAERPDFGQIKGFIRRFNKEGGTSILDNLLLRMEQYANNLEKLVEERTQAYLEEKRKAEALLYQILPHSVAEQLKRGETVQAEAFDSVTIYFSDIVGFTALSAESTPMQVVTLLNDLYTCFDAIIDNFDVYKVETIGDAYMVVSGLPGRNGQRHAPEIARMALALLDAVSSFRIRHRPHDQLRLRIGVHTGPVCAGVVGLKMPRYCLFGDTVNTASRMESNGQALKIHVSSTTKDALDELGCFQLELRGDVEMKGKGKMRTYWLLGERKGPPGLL
# TDP2 absorb: blocks human TDP2 phosphodiesterase activity; 370,000 compounds, 0.34% hits; inhibition, % at 12.8 µM; AID 720702; O95551; recombinant TDP2, T5PNP hydrolysis, p-nitrophenol absorbance 415 nm;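 active means inhibition above the mean of all tested compounds plus 3 SD, set per campaign, cut at about 25% in these data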;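 further: 0% = DMSO with enzyme and 100% = buffer with substrate but no TDP2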
#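 System – recombinant human TDP2 · Quantity – TDP2 enzyme at 120 nM final · Doses – single concentration, 12.8 µM nominal, with 1% DMSO · Incubation – 2 h at 37 °C · Measured by – epi absorbance of p-nitrophenol freed from T5PNP by hydrolysis · Read-out – % inhibition relative to enzyme-containing and enzyme-free wells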
# * = called active by the depositor; . = not tested or not shown. This is a subset, so the mix of outcomes need not match the whole.
SMILES,ABHD4 inh,rCAG binder,HTRA1 inh,TCR-CD3 inh,MBD2 DNA inh,PRMT1 inh,SIAE inh,LEDGF integ inh,NPR2 activator,TDP2 absorb
Cc1ccc(N2C(=O)N(CC(=O)Nc3ccc([N+](=O)[O-])cc3)C(=O)C2C)cc1 (stereo not given),2,7,2,2,5,6,-3,-2,-4,5
CC(C)c1cc(CN2CCN(C3CCCC3)C(CCO)C2)[nH]n1 (stereo not given),-1,-6,-1,-3,3,1,2,-1,4,6
Cc1ccc(-c2cc(C(=O)Nc3ccccc3C(N)=O)c3ccccc3n2)o1,-13,22,.,-2,5,65*,-12,1,10,-13
CC(=O)c1cc(-c2ccc(F)cc2)n(CCC(=O)NC(C)(C)C)c1C,3,3,-3,20*,36*,5,1,15*,6,-1
CC(C)Nc1ncnc2c1cnn2-c1ccc(Cl)cc1,-8,2,-15,8,2,-8,-7,3,6,-8
Cc1csc(N2CCc3ccccc32)n1,-7,-3,6,1,-5,-3,-5,2,-3,9
O=c1c(O)c(-c2ccccc2)oc2cc(O)ccc12,13,10,.,-4,2,3,15,-6,2,4
Cc1ccc(C)c(N2CCN(S(=O)(=O)c3c(C)[nH]c(C)c3C(=O)N3CCCCC3)CC2)c1,-2,-3,3,9,-3,-1,4,2,3,4
COc1cccc(C(=O)NCc2ccco2)c1,14,2,6,-1,3,2,-7,-2,-2,-1
O=C(NCCNc1ccc([N+](=O)[O-])cc1)c1ccccc1Cl,-3,1,1,-5,-2,-1,-4,-5,6,-8
COc1ccc(S(=O)(=O)CCc2nnc(NC(=O)c3cccs3)s2)cc1,-3,2,1,-4,3,4,-4,0,1,-5
O=C(/C=C/c1ccc(S(=O)(=O)N2CCOCC2)cc1)NCc1ccccc1Cl,2,2,-2,-2,7,2,3,-4,1,3
O=C(CCc1nnc2ccc(N3CCCC3)nn12)Nc1ccc(F)c(F)c1,1,-1,-4,0,-2,2,-5,-8,-4,-2
c1cnc2c(OCc3nc4ccccc4[nH]3)cccc2c1,8,-3,-9,-5,5,1,-2,-1,-4,-2
CCCCCSc1nc(C)c(CC(=O)O)c(=O)[nH]1,5,0,6,2,-5,-1,3,3,0,-1
O=C(CCNC(=O)c1ccc(Br)o1)NCc1ccccn1,-14,1,1,5,-1,4,12,5,1,7
COc1cccc(NC(=O)CSc2nc3ccccc3c(=O)n2CCCC(=O)NCCCN2CCOCC2)c1,-6,-5,5,-1,0,-2,9,2,-6,-1
CCCc1n[nH]c2c1/C(=N/O)CC(c1ccccc1)C2 (stereo not given),-3,-1,-5,2,-3,-1,-1,3,-1,2
CC(Sc1nc2ccccc2c(=O)n1C)C(=O)Nc1ccc2c(c1)OCCO2 (stereo not given),-1,-1,-9,0,-6,-1,2,0,0,-3
COCCn1c(=S)[nH]c2sc3c(c2c1=O)CCCC3,5,3,8,-10,2,6,2,-7,0,-2
O=C(NCCc1ccccc1)c1nc2c(nnn2Cc2ccccc2Cl)c(=O)[nH]1,-2,7,-2,4,0,2,2,-1,21,11
OCCC1CN(Cc2nc(-c3ccccc3)cs2)CCN1Cc1ccc(F)cc1 (stereo not given),-8,-5,-6,-4,9,6,-4,2,0,-9
O=C(Nc1ccccn1)c1csc2c1CCCC2,-4,-1,-3,1,1,2,-7,2,-1,0
CC(C)N(CCCNC(=O)c1nn(C)c2c1CS(=O)(=O)c1ccccc1-2)Cc1ccccc1,7,-4,1,5,1,-2,-4,0,1,-12
CSc1ncccc1C(=O)OCC(=O)NC1CCCc2ccccc21 (stereo not given),-3,1,-10,0,3,1,-2,-2,-6,-3
COc1ccc(/C=C/C(=O)OC2CCCN(C)C2)cc1 (stereo not given),8,3,-2,-5,-3,3,-1,-8,-4,-7
O=C(/C(Br)=C/Nc1cc(Cl)ccc1Cl)C(F)(F)F,4,-1,-1,0,3,2,3,-1,1,-7
CCN1C(C)=CC(=O)[C@@H](O)[C@H]1c1ccccc1Br,1,1,0,-1,-6,-2,4,1,5,-10
CC1(C(=O)Nc2cccnc2)Cc2c(-c3ccc4c(c3)OCO4)ccnc2O1 (stereo not given),1,-1,.,-3,4,-3,-3,-4,5,8
COc1cc2c(cc1OC)-c1nnc(-c3ccco3)n1C1(CCCC1)C2,6,-2,-1,-1,-2,-1,3,-7,4,-9
O=C(c1cc2c(s1)CCCC2)N1CCN(c2ccccc2)CC1,-1,-5,-9,10,-4,-1,8,1,0,1
COc1cccc(CNC(=O)[C@H]2CCCN2C(=O)[C@H]2CCCN2C(=O)c2cccc(OC)c2)c1,1,0,.,2,3,4,3,-4,-1,4
Cc1ccccc1Cn1cc(NC(=O)c2cc(-c3ccco3)on2)cn1,-12,2,-16,-4,0,-6,-3,1,8,-3
COc1ccc2cc3cc(C(=O)NCc4cccnc4)oc3nc2c1,-2,4,2,5,-5,0,4,3,0,1
CCNC(=O)NC(=O)CSc1cccc(C(F)(F)F)c1,-8,-7,-1,-1,-6,-2,4,-5,0,-6
O=C(N[C@H](c1cccc(Br)c1)[C@@H]1CCCC=C1c1ccccc1)C(F)(F)F,-4,1,.,0,5,3,-7,0,-6,-4
CCOC(=O)C1CCN(S(=O)(=O)c2cc3c(cc2C)NC(=O)CO3)CC1,4,0,-7,-3,2,-3,11,-1,-1,-2
CCCc1cc(=O)[nH]c(Nc2ccc(OC)c(Cl)c2)n1,6,36*,-2,9,-1,-2,6,-1,-6,-4
COc1ccc(/C=N/NC(=O)c2ccco2)cc1OCc1ccccc1,1,-1,-5,-2,-1,-5,6,3,-1,8
CN(c1ccc(C(=O)NC2CCCC2)cc1)S(=O)(=O)c1ccc(Cl)cc1,5,-7,-6,8,2,-1,0,0,0,4
O=C(CNC(=O)c1ccco1)OCC(=O)c1ccc(Cl)cc1Cl,-10,1,-2,-2,-5,-6,2,4,5,-26
Cc1ccccc1CNC(=O)c1ccccc1C(=O)O,10,-1,0,-1,2,-3,2,-3,1,-8
CCOC(=O)C1CN(S(=O)(=O)c2ccccc2)CCN1S(=O)(=O)c1ccccc1 (stereo not given),-4,-3,-3,0,0,2,-1,-2,-2,-8
CCC(=O)NC(c1cc(Cl)c2cccnc2c1O)C(C)C (stereo not given),11,-1,53*,3,-2,-3,3,-4,5,-2
O=C1CCCC2=C1CC(C(=O)OCc1ccccc1)C(=O)N2Cc1ccccc1 (stereo not given),7,4,-5,1,0,-1,7,2,-7,-4
COc1ccc(N2CC(C(=O)N/N=C/c3cc([N+](=O)[O-])ccc3O)CC2=O)cc1 (stereo not given),2,17,9,25*,-2,2,-3,-11,2,-3
Cc1nn(Cc2c(F)c(F)c(F)c(F)c2F)c(C)c1NC(=O)c1cccc(COc2ccccc2Cl)c1,7,4,7,2,-4,-3,-5,2,-1,-10
CCOC(=O)c1sc(NC(=O)/C=C/c2ccccc2)nc1C,-13,0,-2,1,2,-2,1,1,0,3
COc1ccc(C(=O)COC(=O)CCc2nc3ccccc3[nH]c2=O)cc1Br,4,5,-8,3,-2,0,12,1,-7,6
O=C(Nc1ccc2ccccc2n1)c1ccccc1Br,-17,9,-11,-4,7,-1,-5,-4,-2,-12
O=C(COC(=O)c1ccc(Cl)cc1)NC1CCCCCC1,0,-3,3,3,-5,1,16,5,1,3
COc1ccccc1CCNC(=O)c1ccc(NC(=O)CC2SC(N3CCCCC3)=NC2=O)cc1 (stereo not given),-1,2,-14,-4,-3,1,0,-3,3,5
COc1ccccc1CC(=O)Nc1ccc(OC)c(OC)c1,3,-1,4,6,6,-2,2,0,0,3
O=C(Nc1ccnn1C1CCN(Cc2ccccc2OCCO)CC1)c1cccc(F)c1,-1,-7,2,-1,-2,1,-2,3,-2,-7
Cc1cccc(C)c1NC(=O)Cn1nc(C)n2cccc2c1=O,3,1,1,-6,1,3,-2,-12,2,-3
CCCc1nnc(NC(=O)CCC(=O)O)s1,-3,0,5,-1,6,1,2,0,11,1
Cc1ccc(-c2csc3ncnc(NCCC(=O)O)c23)cc1,-7,2,-14,1,0,-1,3,3,6,-15
O=C(CC1Sc2ccccc2NC1=O)Nc1cccc(-c2nnc3n2CCCCC3)c1 (stereo not given),-3,-4,-4,2,2,3,1,3,-1,2
O=C(Nc1ccc(F)cc1F)c1c(C(F)(F)F)ccnc1Oc1cccc(C(F)(F)F)c1,-6,-4,-10,2,-1,-4,10,2,-6,1
O=C(Nc1ccc([N+](=O)[O-])cc1)Nc1ccc2[nH]c(=O)[nH]c2c1,-21,13,-4,-5,-4,2,14,-5,-2,-14
# (continued)
SMILES,ABHD4 inh,rCAG binder,HTRA1 inh,TCR-CD3 inh,MBD2 DNA inh,PRMT1 inh,SIAE inh,LEDGF integ inh,NPR2 activator,TDP2 absorb
CO/N=C/NC(=O)NOCc1ncc(C(F)(F)F)cc1Cl,-1,1,4,-5,-1,0,1,-6,1,-6
Cc1ccc(C(=O)Nc2nc(=O)n(C(=O)c3ccccc3Cl)s2)cc1,2,48*,7,-2,-2,-2,1,-2,4,0
O=C(CN1C(=O)c2ccccc2C1=O)Nc1ccc2c(c1)OCO2,4,7,-2,1,3,0,-1,0,0,-9
COCOCCn1cc(CN2CCS(=O)(=O)N(Cc3ccc(-c4cccc(CO)c4)cc3)C(C(C)C)C2=O)nn1 (stereo not given),4,-1,2,-3,2,3,11,1,0,-2
Cc1cccc(N(CC(=O)NCC2CCCO2)C(=O)CCC(=O)Nc2nccs2)c1 (stereo not given),7,-7,8,0,-3,0,-1,0,0,2
CCOC(=O)C1CCCN(C(=O)Cn2cnc3sc(C)c(S(=O)(=O)N4CCOCC4)c3c2=O)C1 (stereo not given),6,-1,-1,0,-1,1,-3,1,5,14
Cc1ccccc1NC(=O)COC(=O)C1(C)CC1(Cl)Cl (stereo not given),-2,-2,-5,7,-5,0,19*,-4,-5,5
CC(/C=N/NC(=O)c1cccc(F)c1)=C\c1ccccc1,-2,-4,-2,0,1,-2,-1,2,-11,-2
COc1ccc(-c2ccc(CCC(=O)O)o2)cc1,-1,2,-8,-1,1,58*,10,-5,-3,-3

# Another view of some results above.
O=C1CCCC2=C1CC(C(=O)OCc1ccccc1)C(=O)N2Cc1ccccc1 (stereo not given)
  ABHD4 inh: 7; rCAG binder: 4; HTRA1 inh: -5; TCR-CD3 inh: 1; MBD2 DNA inh: 0; PRMT1 inh: -1; SIAE inh: 7; LEDGF integ inh: 2; NPR2 activator: -7; TDP2 absorb: -4

COc1ccc(N2CC(C(=O)N/N=C/c3cc([N+](=O)[O-])ccc3O)CC2=O)cc1 (stereo not given)
  ABHD4 inh: 2; rCAG binder: 17; HTRA1 inh: 9; TCR-CD3 inh: 25*; MBD2 DNA inh: -2; PRMT1 inh: 2; SIAE inh: -3; LEDGF integ inh: -11; NPR2 activator: 2; TDP2 absorb: -3

# Compound activity as filed in PubChem.
